Screening results from PubChem.
mIAP act: activators of mouse IAP, primary screen, biochemical, luminescence, uHTS | muIAP, CDP-Star luminescence, 30 min; stronger effect = higher value; 1 = vehicle-only enzyme signal, 0 = enzyme-free wells | activation factor at 10 µM | actives 0.24% (n = 330,000) | AID 2805, 2010;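 active = activation factor of at least 2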; also: the source names both 10 and 20 µM as test concentration; values of inactives mirror those of a sister screen read the other way
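System: Mouse IAP enzyme | Also added: CDP-Star substrate | Dosing: Compounds dispensed in DMSO | Schedule: 30 min enzyme-substrate-compound incubation at room temperature | Technique: Chemiluminescence readout | Control set: DMSO-only wells and no-enzyme negative control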
mIAP inh: inhibitors of mouse IAP, primary screen, biochemical, luminescence, uHTS. intestinal alkaline phosphatase [Mus musculus]. purified mouse IAP, CDP-Star luminescence, 30 min. inhibition, % at 10 µM. actives 0.2% (n = 330,000);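 active = inhibition of at least 40% at 10 µM in the primary screen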;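 also: plate controls were DMSO with enzyme for no effect and no enzyme wells for full effect; values of inactives mirror those of a sister screen read the other way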
beta cell repl: inducers of MIN6 beta-cell proliferation, primary screen, ATP luminescence, uHTS; MIN6 cells proliferation, ATPlite luminescence, 48 h; cells starved in 0.2% serum; 100% = growth in 10% serum; proliferation, % at 10 µM; actives 0.29% (n = 330,000); AID 2380, 2010;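 active = compounds whose signal lies at least 3.5 SD above the mean of all wells on their plate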;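 also: 0% = DMSO-treated cells in low-serum medium and 100% = 10% serum control; some compounds called inactive have numbers as strong as hits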
hIAP inh: human IAP inhibitors, primary screen, biochemical, luminescence, uHTS; Intestinal-type alkaline phosphatase (Homo sapiens), P09923; purified IAP, CDP-Star luminescence, 30 min; inhibition, % at 10 µM; actives 0.12% (n = 330,000);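 active = inhibition reaching a set limit with compound at 10 µM in the primary screen, cut at about 35% in these data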;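 also: plate controls were DMSO wells with enzyme for no effect and no-enzyme buffer wells for full effect; values of inactives mirror those of a sister screen read the other way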
Target sequence (P09923 whole entry, looked up): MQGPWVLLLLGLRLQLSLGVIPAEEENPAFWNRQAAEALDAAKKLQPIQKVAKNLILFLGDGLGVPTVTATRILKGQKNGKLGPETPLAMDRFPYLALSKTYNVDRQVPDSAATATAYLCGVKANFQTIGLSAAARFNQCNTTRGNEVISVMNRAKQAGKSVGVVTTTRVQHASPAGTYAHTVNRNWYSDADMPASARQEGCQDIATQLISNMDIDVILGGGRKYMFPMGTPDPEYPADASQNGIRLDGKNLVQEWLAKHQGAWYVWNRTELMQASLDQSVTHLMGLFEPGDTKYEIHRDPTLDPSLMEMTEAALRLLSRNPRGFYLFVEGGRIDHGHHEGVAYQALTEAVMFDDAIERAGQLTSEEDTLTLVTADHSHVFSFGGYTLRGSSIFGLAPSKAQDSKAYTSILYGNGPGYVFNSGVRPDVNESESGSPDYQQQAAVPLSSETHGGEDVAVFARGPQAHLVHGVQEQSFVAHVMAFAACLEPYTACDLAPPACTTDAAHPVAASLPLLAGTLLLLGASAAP
A3A deaminase: APOBEC3A ssDNA deaminase inhibitors, primary screen, selectivity assay for APOBEC3G inhibitor project, biochemical, FAM/TAMRA oligo cleavage fluorescence; actives 0.41% (n = 330,000); recombinant A3A, FAM/TAMRA ssDNA deamination fluorescence; inhibition, % at 20 µM; AID 493011, 2011; DNA dC->dU-editing enzyme APOBEC-3A (Homo sapiens), P31941;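 active = at least 40% inhibition at 20 µM here, with at most 30% in a related deaminase screen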;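 also: plate controls were A3A with DMSO for no effect and wells lacking A3A enzyme for full effect; some results filed as inactive read as strong as hits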
hIAP activ: human IAP activators, primary screen, biochemical, luminescence, uHTS; purified human IAP, CDP-Star luminescence, 30 min; stronger effect = higher value; 1 = vehicle-only enzyme, 0 = enzyme-free background; Intestinal-type alkaline phosphatase (Homo sapiens), P09923; activation factor at 10 µM; actives 0.16% (n = 330,000);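 active = activation factor of the enzyme at least 2-fold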; also: the source names both 10 and 20 µM as test concentration; values of inactives mirror those of a sister screen read the other way
MPTP inh: mitochondrial permeability transition pore inhibitors, primary screen, biochemical, isolated mouse mitochondria, absorbance; Ca2+ swelling absorbance, 30 min; inhibition, % at 10 µM; actives 1.4% (n = 360,000); AID 602449, 2012;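 active = inhibition of 50% or more, scaled per plate between neutral and stimulator controls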;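 also: 0% = DMSO wells given calcium and 100% = 1 mM EGTA wells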
ATG4B inhibitor: ATG4B protease inhibitors, primary screen, biochemical, fluorescence, uHTS; AID 504462, 2011; actives 0.51% (n = 340,000); ATG4B cleavage of LC3-PLA2, NBD-HPC fluorescence, 1 h; Cysteine protease ATG4B (Homo sapiens), Q9Y4P1; inhibition, % at 8.33 µM; in the data active = inhibition above about 40%
Target sequence (Q9Y4P1 whole entry, looked up): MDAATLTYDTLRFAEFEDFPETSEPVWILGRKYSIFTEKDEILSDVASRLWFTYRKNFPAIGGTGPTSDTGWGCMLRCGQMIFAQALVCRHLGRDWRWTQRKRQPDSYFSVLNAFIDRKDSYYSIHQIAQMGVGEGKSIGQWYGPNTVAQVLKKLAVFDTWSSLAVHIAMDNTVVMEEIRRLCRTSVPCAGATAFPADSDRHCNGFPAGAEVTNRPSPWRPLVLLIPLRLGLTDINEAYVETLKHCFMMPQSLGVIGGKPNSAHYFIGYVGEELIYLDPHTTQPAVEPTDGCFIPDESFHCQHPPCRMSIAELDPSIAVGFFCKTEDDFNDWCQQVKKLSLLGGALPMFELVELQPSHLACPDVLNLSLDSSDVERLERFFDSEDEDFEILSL
A3G deaminase: APOBEC3G DNA deaminase inhibitors, primary screen, biochemical, fluorescence, single-stranded DNA substrate, uHTS; DNA dC->dU-editing enzyme APOBEC-3G (Homo sapiens), Q9HC16; recombinant A3G, ssDNA deamination FAM/TAMRA fluorescence; inhibition, % at 20 µM; actives 0.28% (n = 330,000); AID 493012, 2011;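 active = inhibition of at least 40% at 20 µM, with no more than 30% in the related APOBEC3A deaminase screen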;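 also: plate controls were DMSO wells with A3G for no effect and wells lacking A3G enzyme for full effect; some compounds called inactive have numbers as strong as hits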
Starred values were filed as active, the others as inactive.

SMILES	mIAP act	mIAP inh	beta cell repl	hIAP inh	A3A deaminase	hIAP activ	MPTP inh	ATG4B inhibitor	A3G deaminase
CCSc1nc2c(c(=O)[nH]c(=O)n2C)n1C	0.975	2.5	3.1	1.1	-1.1	0.989	-1.1	-7.6	-0.9
Cc1ccccc1CSc1nnc(C)c(=O)n1N	1.09	-8.9	-0.4	-20.7	2.1	1.21	-1.9	-4.1	-6.0
Cc1c(Cl)c([N+](=O)[O-])nn1CCCC(=O)Nc1sc2c(c1C#N)CCC2	0.784	21.6	-1.8	23.3	-2.5	0.767	5.9	48.9*	0.7
CC(C)N(C(=O)CSc1nnc(CSc2ncccn2)n1C)C(C)C	0.959	4.1	-2.8	1.7	-2.1	0.983	-0.7	3.0	-8.5
O=C(Nc1ccccc1Cl)C(Cl)C(=O)c1ccccc1 (configuration not stated)	0.962	3.8	-5.2	-15.8	0.5	1.16	-1.8	8.6	-5.1
CCCOC(=O)Nc1ccc(N2CCCCC2)cc1	1.04	-4.5	-3.6	-8.3	-4.3	1.08	3.4	-4.0	-3.5
COc1ccc(Cn2c(C)c(C)c(C#N)c2NC(=O)Nc2ccc(Cl)cc2)cc1	1.79	-79.0	-1.8	-9.0	-0.4	1.09	93.5*	-9.7	-1.1
O=C(Nc1cc(S(=O)(=O)N2CCOCC2)ccc1Cl)c1cc([N+](=O)[O-])ccc1Cl	1.02	-2.4	-6.7	-7.6	0.6	1.08	-1.2	-3.4	-5.4
Clc1cccc(N2CCN(Cc3nc(-c4ccccc4)no3)CC2)c1	0.988	1.2	-5.6	13.2	-1.2	0.868	-1.5	1.6	-3.5
C[C@H](NS(=O)(=O)c1ccc(F)cc1)C(=O)OCC(=O)c1c(N)n(C)c(=O)n(C)c1=O	1.01	-1.3	-1.4	8.1	-0.6	0.919	0.2	5.1	-0.7
COc1ccc(C(=O)COC(=O)CNC(=O)c2cccs2)cc1Br	0.995	0.5	-1.1	-9.2	-3.6	1.09	0.6	-1.4	-9.6
Cc1ccccc1NCCC(=O)Nc1ccc(F)cc1	1.1	-10.4	0.1	11.0	0.4	0.89	1.9	-12.8	-0.1
CC(C)CCNC(=O)C1CC2Cn3c(nc4cc(Cl)c(Cl)cc43)C2N1C (configuration not stated)	1.05	-5.0	-2.1	-2.8	2.5	1.03	-3.1	-6.3	8.1
Cc1cccc2cc(CNCC3CCCO3)c(Cl)nc12 (configuration not stated)	0.94	6.0	-5.0	-7.7	1.7	1.08	-0.2	-5.4	-4.0
C=C1CCC(N(O)c2cc(C)on2)C(=C)CCC2C1CC2(C)C (configuration not stated)	0.937	6.3	-7.3	6.9	2.3	0.931	0.4	11.6	-0.2
O=C(CSc1nc(-c2ccco2)cc(C(F)(F)F)n1)N1CCSCC1	1.09	-9.0	-4.5	-6.3	3.4	1.06	-0.8	-1.5	0.6
Cc1ccccc1OCc1nc2c3cnn(C)c3ncn2n1	1.07	-6.8	-2.4	-13.3	1.2	1.13	2.7	-12.2	-4.3
Cc1ccc(CC(=O)Nc2cccc(C#N)c2)cc1	1.03	-2.6	0.8	-6.8	2.6	1.07	4.3	-0.6	-1.0
COc1ccc(-c2cn(Cc3ccc4ccccc4c3)nn2)cc1	1.02	-1.8	-5.5	-19.4	-2.1	1.19	2.7	-1.5	-8.3
COc1cccc(NC(=O)CSc2nnc(NC(=O)C3CCC3)s2)c1	1.02	-2.5	-4.2	-8.0	2.0	1.08	0.7	-9.7	8.4
CNC(C)C#Cc1c(-c2cc(OC)c(OC)c(OC)c2)noc1C (configuration not stated)	1.09	-9.5	-2.4	21.8	0.1	0.782	0.8	-9.9	0.1
O=C(NCc1ccc(Cl)cc1)C1CC(O)CN1S(=O)(=O)c1ccc(Cl)cc1 (configuration not stated)	1.06	-6.1	5.1	10.2	0.6	0.898	0.5	6.2	-4.3
CC(OC(=O)c1ccc([N+](=O)[O-])cc1)C(=O)NCC1CCCCC1 (configuration not stated)	1.09	-9.2	0.5	-5.6	-3.7	1.06	0.0	-2.5	-8.1
COc1ccc2oc(=O)c(-c3nnc(NCc4ccco4)s3)cc2c1	0.892	10.8	-5.4	-8.8	-2.9	1.09	-0.1	2.6	-7.2
CCOC(=O)CNC(=O)CN1C(=O)CCSc2ccccc21	0.916	8.4	-0.9	-3.8	-0.9	1.04	-0.3	-1.2	-3.1

(cont.)
SMILES	mIAP act	mIAP inh	beta cell repl	hIAP inh	A3A deaminase	hIAP activ	MPTP inh	ATG4B inhibitor	A3G deaminase
CC(=O)Oc1ccc(-c2cccc(C(=O)OCC(=O)Nc3ccccc3Oc3ccccc3)c2)cc1	0.969	3.1	-5.6	10.5	-3.4	0.895	0.7	-3.6	-8.5
CNC(=S)N1N=C(c2ccc(C)cc2)CC1c1ccc(OC)c(OC)c1 (configuration not stated)	0.936	6.4	0.5	20.1	-7.0	0.799	-6.1	-6.7	-11.2
O=C(O)C(Cc1ccccc1)N=Cc1c(O)c2ccccc2oc1=O (configuration not stated)	1.04	-4.2	-2.8	-10.7	-2.7	1.11	0.1	-7.8	-8.9
CSc1nc(Oc2ccc(=O)n(C)n2)nc(N(C)C)n1	0.954	4.6	2.2	4.8	7.1	0.952	-0.4	1.3	2.2
O=C(CCc1nc2ccccc2s1)OCc1ccccc1F	0.941	5.9	0.0	-8.0	0.5	1.08	-0.7	8.6	-5.8
CCN(CC)S(=O)(=O)c1ccc(NN=c2c(=O)c3ccccc3c2=O)cc1	0.811	18.9	0.4	27.0	3.6	0.73	1.4	5.8	-3.7
CS(=O)(=O)N(CC(=O)N1CCN(c2ccccc2)CC1)c1cc(C(F)(F)F)ccc1Cl	0.995	0.5	1.3	-16.4	-3.6	1.16	-0.2	-4.5	-3.8
Cc1c(C(=O)N2CCC(n3nccc3NC(=O)C3CC3)CC2)[nH]c2ccc(Cl)cc12	1.27	-26.8	2.2	-22.5	-5.1	1.23	-1.9	-8.0	-2.6
COc1ccccc1N1CCN(C(=O)c2cc(-c3ccccc3O)on2)CC1	1.01	-1.5	0.0	10.3	-3.1	0.897	2.6	-10.5	-7.0
CC(C)n1c(/C=C/[C@H](O)C[C@H](O)CC(=O)O)c(-c2ccc(F)cc2)c2ccccc21	1.04	-3.7	-8.0	-7.9	-4.5	1.08	-1.3	6.4	-3.0
CCC(CO)Oc1cc(NCc2cccc(F)c2)c2ncn(C(C)C)c2c1 (configuration not stated)	1.07	-7.4	2.2	-8.3	-3.5	1.08	0.5	1.7	-9.7
CCN(CC(=O)Nc1ccc(OC)cc1)C(=O)CN1C(=O)NC(C)(c2ccc3ccccc3c2)C1=O (configuration not stated)	1.03	-3.4	-2.6	-11.6	6.8	1.12	-1.9	-23.6	-4.9
O=C(Nc1ncccn1)C1c2ccccc2Oc2ccccc21	1.02	-1.7	-2.9	-9.6	-0.7	1.1	0.7	-2.9	-5.2
Cc1c(C(=O)NCCN2CCCC(O)C2)oc2c(F)cccc12 (configuration not stated)	1.02	-1.7	2.8	-1.7	0.9	1.02	0.2	1.0	-6.2
O=C(COC(=O)CNC(=O)c1ccccc1F)NCC(F)(F)F	1.01	-1.0	0.5	-12.5	-4.2	1.12	-0.2	-3.9	-4.8
Cc1occc1C(=O)Nc1cccc(S(=O)(=O)N2CCOCC2)c1	1.04	-4.0	-3.4	-8.1	-0.1	1.08	-0.4	-5.3	-2.6
CCN(CC)S(=O)(=O)c1ccc(NC(=O)c2ccc(CN3CCOCC3)cc2)cc1	0.839	16.1	-0.6	-1.2	-3.5	1.01	-0.5	-12.1	-4.3
CCC1(CC)C(=O)Nc2ccccc21	1.09	-9.5	-3.4	0.1	4.6	0.999	-1.6	-14.3	-2.5
Cc1ccc(C)n1-c1cc(S(=O)(=O)N2CCOCC2)ccc1N1CCCC1	1.05	-4.9	-2.3	-11.5	1.2	1.11	-0.4	-3.2	5.6
CCOC(=O)NNC(=O)c1ccc(Cl)cc1	1.05	-5.3	-2.5	-6.6	-1.9	1.07	0.3	0.4	-5.7
COc1cc(CN(C)c2ccc(S(=O)(=O)N3CCCC3)cn2)ccc1OC(F)F	0.913	8.7	2.9	13.5	-1.1	0.865	0.2	-2.3	-7.6
COc1ccc(C(C)C)cc1S(=O)(=O)Nc1ccccn1	0.891	10.9	-3.5	8.4	-0.1	0.916	0.5	1.1	-6.6
CCOc1ccc(N(C(C)C(=O)N/N=C(\C)c2cccc(NC(=O)c3ccccc3)c2)S(C)(=O)=O)cc1 (configuration not stated)	1.14	-13.7	-0.9	-8.9	-3.3	1.09	0.9	-3.7	-1.4
O=C1COc2ccc(C(=O)COC(=O)Cc3ccc(F)cc3)cc2N1	1.02	-2.2	-1.3	-2.1	-3.5	1.02	-0.6	-1.2	-1.8
O=C(Cn1cc2c(n1)CCCC2)N1CCCC1	0.921	7.9	-1.4	16.0	-1.5	0.84	-0.7	-4.9	-1.5

The list continues.
SMILES	mIAP act	mIAP inh	beta cell repl	hIAP inh	A3A deaminase	hIAP activ	MPTP inh	ATG4B inhibitor	A3G deaminase
COCC(C)NC(=S)NCCc1ccc(Cl)cc1Cl (configuration not stated)	1.43	-42.7	-1.4	-29.5	-2.6	1.29	-1.6	2.1	-3.8
Cc1ccc(OCC(=O)Nc2ccc3c(c2)OCO3)cc1C	0.897	10.3	-3.9	10.3	-1.8	0.897	0.0	0.7	-5.0
O=C(N/N=C/c1ccccn1)c1ccc(NC(=O)c2ccccc2Cl)cc1	0.958	4.2	-0.5	-25.4	-3.0	1.25	-0.2	-11.5	-5.5
Cc1cc(=O)oc(C)c1C(=O)N1CCc2c([nH]c3ccccc23)C1C(C)C (configuration not stated)	1	-0.1	0.0	3.7	2.4	0.963	-1.8	-8.4	-1.4
CC(=O)Nc1ccc(C(=O)N/N=C/C2CC3C=CC2C3)cc1 (configuration not stated)	0.96	4.0	2.4	12.1	-3.7	0.879	-1.7	-2.5	-13.6
O=C(Nc1sc2c(c1C(=O)O)CCCC2)c1ccc(F)cc1	0.917	8.3	-3.6	-1.2	3.3	1.01	2.0	7.0	-9.5
CC(C)OC(=O)CSc1nnc2c(n1)[nH]c1ccc(F)cc12	0.966	3.4	-1.0	-50.1	1.5	1.5	2.7	-2.9	0.5

A different layout for three compounds above.
Under each structure: mIAP act	mIAP inh	beta cell repl	hIAP inh	A3A deaminase	hIAP activ	MPTP inh	ATG4B inhibitor	A3G deaminase
- O=C(N/N=C/c1ccccn1)c1ccc(NC(=O)c2ccccc2Cl)cc1
  0.958	4.2	-0.5	-25.4	-3.0	1.25	-0.2	-11.5	-5.5
- Cc1cc(=O)oc(C)c1C(=O)N1CCc2c([nH]c3ccccc23)C1C(C)C (configuration not stated)
  1	-0.1	0.0	3.7	2.4	0.963	-1.8	-8.4	-1.4
- Cc1ccc(OCC(=O)Nc2ccc3c(c2)OCO3)cc1C
  0.897	10.3	-3.9	10.3	-1.8	0.897	0.0	0.7	-5.0

Random draw from the library; overall some 3.3% were active at least once.
